CHRM5 agonist – human M5 muscarinic receptor agonists, primary screen, CHO-K1 cells, Fluo-8 calcium fluorescence; Muscarinic acetylcholine receptor M5 (Homo sapiens), P08912; CHO-K1 hM5 cells; 0% DMSO wells, 100% maximal acetylcholine response; activation, % at 3 µM; 0.19% of 360,000 active;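 active = activation above the run's mean over test compounds plus 3 SD, cut at about 23% in these data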;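 also: signal is peak over basal fluorescence ratio across the kinetic read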
Target sequence (P08912 whole entry, looked up): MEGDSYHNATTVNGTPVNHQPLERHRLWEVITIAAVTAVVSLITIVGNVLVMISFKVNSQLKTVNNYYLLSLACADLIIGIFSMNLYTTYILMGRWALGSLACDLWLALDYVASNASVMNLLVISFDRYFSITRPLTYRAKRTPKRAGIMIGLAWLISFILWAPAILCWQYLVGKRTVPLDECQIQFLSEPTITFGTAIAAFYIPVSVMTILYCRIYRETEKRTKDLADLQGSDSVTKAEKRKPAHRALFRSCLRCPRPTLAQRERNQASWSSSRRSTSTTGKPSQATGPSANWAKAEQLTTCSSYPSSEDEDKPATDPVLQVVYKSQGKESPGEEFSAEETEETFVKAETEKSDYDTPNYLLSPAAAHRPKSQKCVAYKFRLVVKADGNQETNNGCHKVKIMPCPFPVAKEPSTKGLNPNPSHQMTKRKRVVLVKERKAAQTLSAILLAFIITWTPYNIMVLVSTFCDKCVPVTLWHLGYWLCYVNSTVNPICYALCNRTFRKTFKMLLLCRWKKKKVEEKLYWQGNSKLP
CHRM4 antagonist – human M4 muscarinic receptor antagonists, primary screen, CHO cells, Fluo-8 calcium fluorescence; Muscarinic acetylcholine receptor M4 (Homo sapiens), P08173; CHO-hM4 cells, ACh EC80; inhibition, % at 3 µM; 0.73% of 360,000 active;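 active = inhibition above its plate's cutoff, the mean inhibition of sample wells plus 3 SD, cut at about 27% in these data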;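 also: 0% = acetylcholine EC80 with DMSO and 100% = DMSO without agonist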
Target sequence (P08173 whole entry, looked up): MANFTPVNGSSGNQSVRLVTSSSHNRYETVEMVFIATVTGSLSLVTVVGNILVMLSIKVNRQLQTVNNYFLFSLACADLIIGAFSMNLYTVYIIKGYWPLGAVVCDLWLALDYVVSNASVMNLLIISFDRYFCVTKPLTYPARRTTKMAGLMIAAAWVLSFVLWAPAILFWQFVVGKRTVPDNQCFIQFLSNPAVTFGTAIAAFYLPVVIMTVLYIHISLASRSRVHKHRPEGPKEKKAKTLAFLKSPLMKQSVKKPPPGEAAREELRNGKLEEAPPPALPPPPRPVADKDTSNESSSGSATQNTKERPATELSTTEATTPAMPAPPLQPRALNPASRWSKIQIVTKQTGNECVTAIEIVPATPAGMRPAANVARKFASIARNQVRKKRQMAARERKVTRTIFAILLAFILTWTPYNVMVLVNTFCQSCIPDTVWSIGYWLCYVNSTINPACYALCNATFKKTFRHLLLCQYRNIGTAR
TAAR1 agonist – human TAAR1 agonists, primary screen, Fluo-8 calcium fluorescence, CHO RD-HGA16 cells. Trace amine-associated receptor 1 (Homo sapiens), Q96RJ0. vehicle wells 0%, saturating PEA agonist 100%. activation, % at 3 µM. 0.99% of 360,000 active. AID 624467, 2012;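 active = activation above the mean activation of all test compounds in the run plus 3 SD, cut at about 38% in these data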
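test system = CHO RD-HGA16 cells carrying human TAAR1 plus Gα16 | schedule = 17-24 h seeding, 75 min 37 °C dye, 30 min RT | compound dosing = 3 µM single concentration | control set = DMSO and PEA EC100 | replicates = n 1 | signal = Fluo-8 fluorescence, 5 s baseline then 140 s kinetic read | measure = percent activation vs PEA EC100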
CHRM5 antagonist – human M5 muscarinic receptor antagonists, primary screen, CHO cells, Fluo-8 calcium fluorescence; inhibition, % at 3 µM; AID 624040, 2012; CHO-hM5 cells, ACh EC80; Muscarinic acetylcholine receptor M5 (Homo sapiens), P08912; 0.59% of 360,000 active;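 active = inhibition above a per-plate cutoff, the mean of that plate's test compounds plus 3 SD, cut at about 27% in these data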;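 also: 0% = acetylcholine EC80 with DMSO and 100% = DMSO without agonist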
M1 PAM – human M1 muscarinic receptor positive allosteric modulators, primary screen, CHO-K1 cells, Fluo-8 calcium fluorescence, 1536-well. 0.088% of 360,000 active. activation, % at 3 µM. Muscarinic acetylcholine receptor M1 (Homo sapiens), P11229. CHO-K1 hM1, ACh EC20; 0% = ACh EC20, 100% = maximal ACh. AID 588819, 2011; in the data active = activation above about 19%, passing the limit was not always enough
M1 ag – human M1 muscarinic receptor agonists, primary screen, Fluo-8 calcium fluorescence, CHO-K1 cells, HTS; Muscarinic acetylcholine receptor M1 (Homo sapiens), P11229; CHO-K1 hM1, agonist mode; 0% DMSO, 100% acetylcholine EC100; activation, % at 3 µM; 0.33% of 360,000 active; AID 588814, 2011;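 active = activation above the run's mean compound activation plus 3 SD, cut at about 16% in these data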;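 also: peak over basal fluorescence ratio within a 140 s kinetic read after compound addition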
CHRM5 PAM – human M5 muscarinic receptor positive allosteric modulators, primary screen, CHO-K1 cells, Fluo-8 calcium fluorescence; CHO-K1 hM5, ACh EC20 PAM; 0% = ACh EC20, 100% = ACh EC100; activation, % at 3 µM; 0.3% of 360,000 active;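 active = activation above the run cutoff, the mean activation of all test compounds plus 3 SD, cut at about 18% in these data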
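Measured by: Fluo-8 calcium fluorescence; material: human M5 receptor in CHO-K1 cells; schedule: Post-acetylcholine fluorescence recording 140 s; benchmarks: low control EC20 acetylcholine (0%), high control EC100 acetylcholine (100%); read-out: Max/basal fluorescence ratio as % of EC20–EC100 ACh window; compound: single dose, 3 µM nominal final test concentration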
M4 ag – human M4 muscarinic receptor agonists, primary screen, CHO-K1 cells, Fluo-8 calcium fluorescence; Muscarinic acetylcholine receptor M4 (Homo sapiens), P08173; CHO-K1 hM4/Gqi5; vehicle 0%, full acetylcholine response 100%; activation, % at 3 µM; 0.14% of 360,000 active; AID 624127, 2012;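 active = activation above the run mean over all test wells plus 3 SD, cut at about 32% in these data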;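 also: peak over basal fluorescence ratio per well then scaled between controls; 0% = DMSO wells and 100% = acetylcholine at EC100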
M1 antag – human M1 muscarinic receptor antagonists, primary screen, CHO-K1 cells, Fluo-8 calcium fluorescence, 1536-well; Muscarinic acetylcholine receptor M1 (Homo sapiens), P11229; 1.3% of 360,000 active; CHO-K1 hM1, ACh EC80 antagonist; AID 588852, 2011; inhibition, % at 3 µM;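 active = percent inhibition above its own plate's cutoff, namely the mean of that plate's compound wells plus 3 SD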;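 also: peak over basal fluorescence ratio during 140 s after agonist addition; 0% = ACh EC80 plus DMSO and 100% = DMSO alone without agonist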
The depositor's hits bear a star. An excerpt. The share of hits here may be higher or lower than overall.

SMILES	CHRM5 agonist	CHRM4 antagonist	TAAR1 agonist	CHRM5 antagonist	M1 PAM	M1 ag	CHRM5 PAM	M4 ag	M1 antag
CC(C)N(C(=O)[C@H]1CC(CC(=O)NCCC2=CCCCC2)C(=O)N2CCc3c([nH]c4ccccc34)[C@]12C)C(C)C (stereo partly drawn)	0	2	6	-1	-7	-5	4	-1	11
C#CCn1cc(C=C2C(=O)c3ccccc3C2=O)c2ccccc21	-5	-12	1	-4	5	-5	3	0	-8
O=C(O)[C@@H](c1ccccc1)N1Cc2ccccc2C1=O	0	-15	0	7	14	2	-3	0	-15
NC(Cc1ccc(O)c([N+](=O)[O-])c1)C(=O)O (stereo not drawn)	0	1	3	2	-1	-5	2	1	2
Cc1ccc(NC(=S)N2CCN(CCN3C(=O)c4cccc5cccc(c45)C3=O)CC2)cc1	-2	2	4	1	-4	-5	-1	-1	25
Cc1cc(C)cc(-n2c(C)cc(/C=C3\C(=N)N4N=C(CC(C)C)SC4=NC3=O)c2C)c1	2	-2	8	0	10	-8	2	1	-10
NNc1ccccc1C(F)(F)F	2	-7	-1	14	15	-1	1	0	-14
COC(=O)CSc1nnc(SCc2ccccc2)s1	-2	-4	4	-5	-2	-9	7	-1	1
O=C(CNC(=O)c1ccc2c(c1)OCCO2)N/N=C/c1ccco1	-6	-7	0	16	-5	-4	-7	0	11
Cc1[nH]c(C)c(C(=O)/C=C/c2ccc([N+](=O)[O-])cc2)c1C	-1	4	2	7	8	-5	-1	4	-15
NC(=O)c1ccc(NC(=O)CCCN2C(=O)c3ccccc3C2=O)cc1	1	4	5	-5	8	-3	3	0	-6
O=S(=O)(c1ccc(F)cc1)N1CCN(S(=O)(=O)c2ccc3c(c2)OCCO3)CC1	2	-1	3	2	11	-2	5	1	-22
Cc1c(Cl)cccc1NC(=O)CSc1sc2c(O)cc(=O)[nH]c2c1C#N	-4	0	-1	8	15	-2	1	0	-17
COc1cc2c(cc1NC(=O)COC(=O)c1ccc(C(C)(C)C)cc1)oc1ccccc12	-4	-13	4	13	-1	-5	2	0	4
COc1ccccc1NC(=O)Nc1nc(C(N)CC(C)C)cs1 (stereo not drawn)	2	3	5	2	-2	-2	0	6	-3
NS(=O)(=O)c1cccc(-n2cnnn2)c1	-1	2	2	0	0	-3	-2	1	-16
CC(=O)NCCC(=O)Nc1nc(-c2ccc3ccccc3c2)cs1	-1	7	4	8	0	-4	1	3	8
Cc1cccc(NC(=O)c2cccc3c2-c2ccccc2C3=O)n1	-1	-8	3	1	1	-9	-13	8	-5
CCO[C@@H]1OC(C(=O)N2CCN(Cc3ccc4c(c3)OCO4)CC2)=C[C@H](c2ccc(Br)cc2)[C@H]1CCCO	-4	12	12	21	-2	-7	-15	11	8
NC(=O)c1ccc[n+](Cc2ccccc2)c1	-2	-4	3	6	2	-10	-1	1	-4

5 entries picked at random from the list so far, as already listed:
SMILES	CHRM5 agonist	CHRM4 antagonist	TAAR1 agonist	CHRM5 antagonist	M1 PAM	M1 ag	CHRM5 PAM	M4 ag	M1 antag
NNc1ccccc1C(F)(F)F	2	-7	-1	14	15	-1	1	0	-14
O=C(O)[C@@H](c1ccccc1)N1Cc2ccccc2C1=O	0	-15	0	7	14	2	-3	0	-15
COc1ccccc1NC(=O)Nc1nc(C(N)CC(C)C)cs1 (stereo not drawn)	2	3	5	2	-2	-2	0	6	-3
Cc1ccc(NC(=S)N2CCN(CCN3C(=O)c4cccc5cccc(c45)C3=O)CC2)cc1	-2	2	4	1	-4	-5	-1	-1	25
Cc1cc(C)cc(-n2c(C)cc(/C=C3\C(=N)N4N=C(CC(C)C)SC4=NC3=O)c2C)c1	2	-2	8	0	10	-8	2	1	-10

(listing goes on)
SMILES	CHRM5 agonist	CHRM4 antagonist	TAAR1 agonist	CHRM5 antagonist	M1 PAM	M1 ag	CHRM5 PAM	M4 ag	M1 antag
O=C(CN1CCCc2ccccc21)NC(=O)NCc1ccccc1	-3	8	1	9	2	-3	4	-1	-4
CCC(=O)c1cn(CC(=O)NCc2cccnc2)c2ccccc12	0	5	5	-12	-3	-2	7	-1	6
Cc1cc(C)n(C(C)CC(=O)Nc2ccc3c(c2)OCO3)n1 (stereo not drawn)	-2	5	2	1	-4	-3	-2	0	7
COc1ccc(CN2C[C@@H](CO)O[C@@H](n3cnc4c(N5CCOCC5)ncnc43)C2)cc1	-1	-18	3	4	10	-1	1	2	-14
CCOC(=O)C1(Cc2ccccc2)CCCN(CCCn2cccn2)C1 (stereo not drawn)	-6	-24	0	0	-1	-4	5	2	10
CCSc1ncc(Cl)c(C(=O)Nc2sc3c(c2C(=O)NCc2cccnc2)CCCC3)n1	3	2	2	7	13	-3	-1	0	-12
CN(C(=O)c1cccc(C#N)c1)c1nnc(-c2cnccn2)s1	0	2	11	7	9	-3	-2	1	-11
Cc1noc(C)c1CS(=O)(=O)Cc1ccc(Cl)cc1	0	2	0	6	10	-7	2	2	-4
Cc1ccc(-n2nc3c(=O)n(CC(=O)NC4CCCCC4)nc(C)c3c2C)cc1	-4	-4	-4	6	-3	-6	-2	0	-8
CCOc1ccccc1NS(=O)(=O)c1cc2c3c(c1)C(C)C(=O)N3CCC2 (stereo not drawn)	-3	-4	2	6	13	-1	2	2	-11
Cc1ccc(NC(=O)CC2S/C(=N/N=C/c3c[nH]c4ccccc34)NC2=O)cc1 (stereo not drawn)	0	-1	-1	-3	6	1	7	1	-2
CCOc1ccc(NC(=O)N2CC=C(n3c(=O)[nH]c4ccccc43)CC2)cc1	1	-3	16	6	-2	0	-18	12	12
CCOc1ccccc1OCCCOc1ccc(C)cc1Br	-3	3	1	4	2	-4	-4	-1	-5
O=C(Nc1ccncc1)C1CCN(S(=O)(=O)c2cccs2)CC1	3	6	10	7	-5	-7	0	3	13
Nc1c(Cl)ncnc1NCCO	-3	3	6	19	6	-7	-4	0	-5
O/N=C/c1ccccc1OCc1ccc(Cl)cc1	-9	1	8	-1	2	-3	8	0	-17
CCn1c(=O)cc(OCC(=O)NCCCN2CCC(C)CC2)c2ccccc21	-3	6	14	2	12	-5	-1	0	-12
Cc1cc2nnc(SCC(=O)NC3CCCCC3)n2c(N)n1	-3	5	-2	6	10	-4	-3	1	-10
CC(C)N1CCN(Cc2nc(-c3ccccc3)cs2)CC1CCO (stereo not drawn)	-3	7	1	-9	6	-10	5	0	5
CN(C)CCNC(=S)Nc1ccccc1C(C)(C)C	-10	6	10	10	-4	-5	2	0	5

Only M1 ag, M1 antag and TAAR1 agonist (seven entries from above):
molecule,M1 ag,M1 antag,TAAR1 agonist
Cc1ccc(-n2nc3c(=O)n(CC(=O)NC4CCCCC4)nc(C)c3c2C)cc1,-6,-8,-4
CCOc1ccccc1NS(=O)(=O)c1cc2c3c(c1)C(C)C(=O)N3CCC2 (stereo not drawn),-1,-11,2
Cc1ccc(NC(=O)CC2S/C(=N/N=C/c3c[nH]c4ccccc34)NC2=O)cc1 (stereo not drawn),1,-2,-1
CCOc1ccc(NC(=O)N2CC=C(n3c(=O)[nH]c4ccccc43)CC2)cc1,0,12,16
CCOc1ccccc1OCCCOc1ccc(C)cc1Br,-4,-5,1
O=C(Nc1ccncc1)C1CCN(S(=O)(=O)c2cccs2)CC1,-7,13,10
Nc1c(Cl)ncnc1NCCO,-7,-5,6

Exported in markdown: two of the compounds above
| mol | CHRM5 agonist | CHRM4 antagonist | TAAR1 agonist | CHRM5 antagonist | M1 PAM | M1 ag | CHRM5 PAM | M4 ag | M1 antag |
| --- | --- | --- | --- | --- | --- | --- | --- | --- | --- |
| Cc1cc2nnc(SCC(=O)NC3CCCCC3)n2c(N)n1 | -3 | 5 | -2 | 6 | 10 | -4 | -3 | 1 | -10 |
| CC(C)N1CCN(Cc2nc(-c3ccccc3)cs2)CC1CCO (stereo not drawn) | -3 | 7 | 1 | -9 | 6 | -10 | 5 | 0 | 5 |

(cont.)
SMILES	CHRM5 agonist	CHRM4 antagonist	TAAR1 agonist	CHRM5 antagonist	M1 PAM	M1 ag	CHRM5 PAM	M4 ag	M1 antag
O=C(COC(=O)c1cc(=O)[nH]c2ccccc12)Nc1ccc(Cl)c(S(=O)(=O)N2CCOCC2)c1	-2	7	10	19	0	-4	-6	2	3
Cc1sc2ncnc(SCC(=O)c3ccc4c(c3)OCCO4)c2c1-c1ccccc1	-2	-10	4	10	6	-4	-1	0	-4
COc1cc(NC(=O)COC(=O)Cc2ccc(-c3ccccc3)cc2)cc(OC)c1	-4	-8	0	3	8	-6	-1	2	-7
O=C(c1cn(-c2ccccc2)nc1-c1cccnc1)N1CCCC(C(F)(F)F)C1 (stereo not drawn)	1	-13	5	-5	4	-2	-6	7	-8
Cc1nn(-c2ccccc2)c2[nH]c(=O)cc(C(F)(F)F)c12	2	-4	13	13	3	-1	-4	2	-3
Cc1nn(C)c(C(=O)NC(=S)Nc2ccc([N+](=O)[O-])cc2)c1Cl	-2	-8	1	-17	5	-2	2	2	-9
O=C(NCc1nnc2c(C(F)(F)F)cc(Cl)cn12)c1cccs1	0	6	1	0	3	-2	0	1	-11
COc1ccc(NC(=O)CCN2C(=O)c3ccccc3C2=O)cc1	-3	8	19	12	3	-3	-4	0	-6
O=C(COC(=O)c1ccco1)NCC1CCCCC1	3	8	1	6	12	-4	-1	1	-8
COC(=O)CCC(=O)OC1(C)C(=O)C=C2C=C(C3CC3)N(CC3CC3)C=C2C1=O (stereo not drawn)	1	-3	9	9	0	-6	0	0	-4
CCC(=O)c1ccc(OCC(=O)OCC(=O)NC2CCCCCCC2)cc1	2	-2	2	-6	6	-2	-3	6	-12
CCOC(=O)c1ccc(N2C(=O)CC(N3CCC(C(N)=O)(N4CCCCC4)CC3)C2=O)cc1 (stereo not drawn)	2	-6	24	3	0	-5	1	1	7
CCOc1ccccc1/C=C/c1onc(C)c1S(=O)(=O)N1CCC(C(=O)N2CCCCCC2)CC1	-3	-1	-4	3	0	-2	-1	0	-5
C=CC[C@H](CC(=O)OC(C)(C)C)C(=O)OC[C@H]1CCCN1C(=O)[C@@H](CC=C)CC(=O)N(CCO)Cc1ccccc1	0	2	5	0	2	-3	-1	6	1
Cc1cccc(Cn2cnc3c(nnn3Cc3ccc(Cl)cc3)c2=O)c1	2	-22	19	-11	-6	-5	-6	8	8

Source: PubChem BioAssay
